# TDP2 inh: TDP2 (human) inhibition, absorbance primary screen | inhibition, % at 12.8 µM | recombinant TDP2, T5PNP hydrolysis, p-nitrophenol absorbance 415 nm | AID 720702 | 370,000 compounds, 0.34% hits;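 active = inhibition above the mean of all tested compounds plus 3 SD, set per campaign, cut at about 25% in these data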;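 also: 0% = DMSO with enzyme and 100% = buffer with substrate but no TDP2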
#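 test system = human TDP2 enzyme | input = TDP2 enzyme at 120 nM final | medium = 50 mM Tris-HCl pH 7.5 with Mg2+, KCl, DTT, BSA | also added = T5PNP substrate, 5 mM | times = 2 h at 37 °C | technique = epi absorbance | benchmarks = high control without enzyme, low control DMSO plus TDP2 | replication = each compound tested once, singlicate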
# ABHD4 inh: inhibits mouse alpha/beta hydrolase domain 4 | 370,000 compounds, 0.54% hits | purified mABHD4, FP-Rh probe fluorescence polarization | AID 720543 | Q8VD66 | inhibition, % at 8.92 µM;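 active = inhibition exceeding the mean over every tested compound plus 3 SD, cut at about 30% in these data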;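 also: 0% = plate median of compound wells and 100% = S159A mutant with DMSO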
# Target sequence (Q8VD66 whole entry, looked up, the tested form may be a part): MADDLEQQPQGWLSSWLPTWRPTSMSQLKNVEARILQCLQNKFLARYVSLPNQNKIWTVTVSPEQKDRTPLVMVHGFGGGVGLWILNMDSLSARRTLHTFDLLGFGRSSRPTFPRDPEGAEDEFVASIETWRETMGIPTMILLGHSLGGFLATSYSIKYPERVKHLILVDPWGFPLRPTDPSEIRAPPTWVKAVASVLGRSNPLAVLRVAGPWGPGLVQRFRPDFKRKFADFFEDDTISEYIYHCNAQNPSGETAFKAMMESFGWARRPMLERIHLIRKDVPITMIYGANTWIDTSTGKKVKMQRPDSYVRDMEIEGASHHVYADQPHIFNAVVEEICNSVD
#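 Assay system: wild-type mouse ABHD4 protein; compound: single nominal dose of 8.92 µM, 0.89% DMSO final; schedule: 45 min + 60 min at 25 °C; measured by: FP readout, ex 525 nm / em 598 nm; evaluation: % inhibition of FP-Rh probe binding versus controls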
# Rev-erbA mod: Rev-erb alpha (human) modulation; P20393; 370,000 compounds, 0.79% hits; activity, % at 10 µM; Rev-erbα–FITC-DNA binding, fluorescence polarization, 90 min;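 active = activity above about 14%, limit read from the data; passing the limit was not always enough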;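 also: 0% = DMSO wells with 35 nM protein and 100% = DMSO wells with 750 nM protein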
# Target sequence (P20393 whole entry, looked up): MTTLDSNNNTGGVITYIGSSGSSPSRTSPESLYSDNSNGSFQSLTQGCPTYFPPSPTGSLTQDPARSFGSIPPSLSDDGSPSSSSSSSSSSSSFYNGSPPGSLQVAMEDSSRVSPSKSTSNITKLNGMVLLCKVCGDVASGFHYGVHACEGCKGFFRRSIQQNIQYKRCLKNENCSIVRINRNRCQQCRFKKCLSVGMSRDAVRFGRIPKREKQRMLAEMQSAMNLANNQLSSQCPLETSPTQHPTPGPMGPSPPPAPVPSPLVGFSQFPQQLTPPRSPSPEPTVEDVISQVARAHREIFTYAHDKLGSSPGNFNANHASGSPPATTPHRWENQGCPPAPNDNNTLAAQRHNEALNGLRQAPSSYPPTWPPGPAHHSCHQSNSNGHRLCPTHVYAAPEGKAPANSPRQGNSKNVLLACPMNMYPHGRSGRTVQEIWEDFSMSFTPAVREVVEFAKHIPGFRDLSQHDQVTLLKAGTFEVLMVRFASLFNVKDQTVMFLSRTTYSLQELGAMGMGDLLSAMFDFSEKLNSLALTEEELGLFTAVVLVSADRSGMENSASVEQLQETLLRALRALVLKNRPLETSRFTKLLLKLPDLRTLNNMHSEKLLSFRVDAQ
# HTRA1 inh: blocks human HTRA1 serine peptidase. Q92743. recombinant HTRA1, FP-rhodamine activity-based probe, fluorescence polarization. inhibition, % at 5.96 µM. 340,000 compounds, 0.5% hits. AID 504803; in the data active = inhibition above about 36%;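 also: 0% = enzyme with DMSO and 100% = wells lacking enzyme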
# SIAE primary: human SIAE inhibition, primary screen; Q9HAT2; SIAE FP-Rh probe binding, fluorescence polarization; inhibition, % at 9.66 µM; 370,000 compounds, 0.69% hits;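 active = inhibition above a cutoff: mean of compounds within the control limits plus 3 SD of those, cut at about 17% in these data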;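 also: 0% = plate median of compound wells and 100% = probe without SIAE protein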
# PRMT1 FP inh: blocks human protein arginine methyltransferase 1. Q99873. inhibition, % at 2.79 µM. AID 652257. 370,000 compounds, 1.3% hits. recombinant PRMT1, activity-based probe fluorescence polarization;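 active = inhibition above about 21% made by adding two undisclosed values, limit read from the data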
# PG9 binder: small molecules binding HIV-1 gp120 antibody PG9; TR-FRET gp120-PG9 antibody binding; inhibition, % at 6.7 µM; 360,000 compounds, 0.43% hits; in the data active = inhibition above about 8.5%
# LEDGF integ inh: blocks HIV-1 LEDGF/p75-dependent DNA integration; AID 743269; TR-FRET IN-LEDGF/p75 DNA integration, Eu/Cy5; 370,000 compounds, 0.64% hits; inhibition, % at 3.7 µM;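 active = inhibition above the screen-wide mean plus 3 SD, cut at about 13% in these data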;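 also: signal is the Cy5 over europium emission ratio at 671 and 618 nm; 0% = plate median of compound wells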
# TCR CD3 inh: human TCR-CD3 binding inhibition; TAMRA-labeled TCR probe fluorescence, biochemical; 360,000 compounds, 0.37% hits; inhibition, % at 9.4 µM; in the data active = inhibition above about 19%;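 also: recombinant mutant TCR 2C K166C tagged with TAMRA read by polarization; 0% = receptor in buffer alone and 100% = receptor with positive control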
# rCAG RNA binder: binds r(CAG) RNA repeats; r(CAG) RNA repeat, TO-PRO-1 dye displacement fluorescence; inhibition, % at 3 µM; 370,000 compounds, 1.3% hits; AID 651821;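 active = inhibition above the plate cutoff, the mean of all test compounds on that plate plus 3 SD, cut at about 35% in these data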;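 also: 0% = DMSO alone and 100% = 100 µM mitoxantrone as full dye displacement; higher means more dye released from RNA so lower well fluorescence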
# An asterisk follows results filed as active; . = not tested or not shown; & = joins results of further samples. This is a subset (hit frequency here may not be typical).
Molecule	TDP2 inh	ABHD4 inh	Rev-erbA mod	HTRA1 inh	SIAE primary	PRMT1 FP inh	PG9 binder	LEDGF integ inh	TCR CD3 inh	rCAG RNA binder
C[C@H](CO)N1C[C@H](C)[C@@H](CN(C)S(=O)(=O)c2cccs2)Oc2c(NC(=O)CCC(F)(F)F)cccc2C1=O	-6	5	-5	-4	0	0	-1.5	-1	-2	5
Cc1cc(C)cc(NCC(=O)Nc2c(C)cccc2C)c1	-10	-9	16	-7	-1	-1	-1.8	4	-5	8
CC(/C=C/c1ccccc1)=N\NC(=S)NC(C)C	-9	6	-6	-6	5	-4	-2.1	4	6	-5
CCN(CC)S(=O)(=O)c1cccc(-c2n[nH]c(=S)n2/N=C/c2ccc(Br)cc2)c1	-2	-3	0	-29	-5	46*	-2.1	-1	7	78*
COc1ccc(NC(=O)c2cc(-c3cc(Cl)ccc3O)n[nH]2)c(OC)c1	-13	-1	0	-5	-8	-6	0.1	3	3	4
CN(Cc1ccccc1)C(=O)CN1CCN(S(=O)(=O)c2ccc(Cl)c(Cl)c2)CC1	-6	-2	8	-17	-7	-2	-1.7	4	-2	-3
Cc1ccc(/C=N/NC(=O)CNC(=O)COc2ccccc2)o1	-2	-4	-1	0	6	1	-3.8	-1	-4	1
O=C(c1oc2ccccc2c1CSCc1ccccc1)N1CCN(c2ncccn2)CC1	3	-11	-1	-34	-4	-2	-2.1	-1	9	-5
Cc1noc(C)c1CSc1nc2ccccc2n1C	7	4	-3	-1	6	-2	0.2	-2	-2	-1
CC1CN(C(=O)C(c2ccccc2)c2ccccc2)CC(C)O1 (stereo not given)	-1	-2	-9	-2	-4	-1	0.1	1	-5	-5
O=C(NC1CCCCC1)N1CCCC(c2nc(-c3ccc(S(=O)(=O)N4CCCC4)cc3)no2)C1 (stereo not given)	1	-1	6	6	9	0	1.4	1	2	0
CC(C)(C)NCC(=O)N/N=C/c1ccc(OCc2ccccc2)cc1	9	-6	-4	-2	-2	-1	0.1	-1	6	-6
S=C(NCCN1CCOCC1)C(=S)NCCN1CCOCC1	-4	-3	-1	1	1	9	2.1	2	-7	0
Cc1cccc(N2C(=O)CS/C2=N\NC(=O)c2ccc(Cl)cc2)c1C	3	-3	7	-5	-2	0	1.2	-6	-6	-2
CCOc1ccc(NC(=O)CN(C)C(=O)c2cc(-c3cccs3)nn2-c2ccccc2)cc1OCC	3	-1	5	-4	5	-4	1.2	-3	6	1
CN(Cc1cccnc1)Cc1c(C(=O)N2CCc3ccccc3C2)nc2ccc(Cl)cn12	11	3	5	3	2	0	-0.4	8	3	-7
COc1cccc(CN(CC2CCCO2)C(=O)c2cc3ccccc3oc2=O)c1 (stereo not given)	1	-9	3	-6	4	7	1.6	2	-6	-4
CN(C)c1ccc(-c2noc(C3CCN(C(=O)Nc4ccc(Cl)cc4)CC3)n2)cc1	-11	-3	5	-4	-5	-4	-3.5	2	5	2
CC(C)CC(NS(=O)(=O)c1ccc2c(c1)oc(=O)n2C)C(=O)N1CC=C(c2ccccc2)CC1 (stereo not given)	1	-3	0	-9	-3	2	2.1	-1	-10	7
COc1ccc(NC2CCCN(C(=O)c3csc(C(C)C)n3)C2)cc1OC (stereo not given)	5	2	2	-2	14	2	-5.6	1	9	-2
CCOc1ccc(S(=O)(=O)N(C)CC(=O)NC2CC2)cc1	4	4	2	3	12	-1	-1.6	1	-2	1
Cc1[nH]n(-c2ccccc2)c(=O)c1C=Nc1cccc(F)c1	14	-2	-2	5	2	0	0.6	-4	-1	1
S=C(NCc1ccco1)NCc1ccccc1Cl	10	-5	1	-13	1	2	-1.0	1	0	6
COc1cc(NS(=O)(=O)c2ccc(N)cc2)nc(OC)n1	9	0	-3&-7	0	0	-3	0.7	0	-2	0
O=C(/C=C/c1ccc([N+](=O)[O-])cc1)NNC(=O)C1CC1	8	5	-3	4	11	-1	0.7	-2	1	-2
N#CC(=C(O)COC(=O)c1ccc2c(c1)OCCO2)c1nc2ccccc2[nH]1	1	8	-6	9	-2	-3	-1.3	-4	-2	23
CCOC(=O)C1CCCN(C(=O)c2cn(-c3ccccc3)nc2-c2cccnc2)C1 (stereo not given)	-3	4	-5	0	-1	1	-0.4	-2	1	-9
CCOC(=O)N1CCN(c2c(NCCN3CCCCC3CC)c(=O)c2=O)CC1 (stereo not given)	1	1	-6	2	2	-5	-0.9	-2	1	1
CC(C)(C)NC(=O)C(c1ccccc1F)n1c(=O)c(-c2ccco2)nc2ccccc21 (stereo not given)	6	-20	0	.	-9	15	-0.3	6	3	41*
COc1cc2c(cc1OC)CN(C(=O)CSc1n[nH]c(N)n1)CC2	0	-2	-2	7	2	-3	0.6	-1	4	-2
CC1CCN(Cc2nnnn2CCCC(=O)NC(c2ccccn2)C(F)(F)F)CC1 (stereo not given)	9	1	-3	6	-2	0	-0.4	28*	-2	-8
C=C(C)Cn1c(NCCOC)nc2c1c(=O)[nH]c(=O)n2C	3	0	-3	6	2	1	0.0	0	-5	3
CC(C)C1Nc2ccc(C(=O)N3CCN(c4ccccn4)CC3)cc2NC1=O (stereo not given)	10	-2	3	3	0	-1	-2.3	-2	4	-6
CCOC(=O)C1CCCN(S(=O)(=O)c2cc3[nH]c(=O)c(=O)[nH]c3cc2C)C1 (stereo not given)	0	11	2	5	-3	1	1.4	-4	-2	3
CCN(CC)CCNC(=O)C1CCN(S(=O)(=O)N2CCCCC2)CC1	3	0	2	4	3	-4	0.1	1	2	-4
C/C(=N\Nc1ccc(C(=O)O)cc1)c1ccc(S(=O)(=O)NCc2ccco2)cc1	10	2	0	7	15	3	0.2	-1	-2	8
CN(C)C(=O)c1ccc(NC(=O)COC(=O)c2cc(S(=O)(=O)N(C)C)ccc2N2CCCC2)cc1	-22	2	6	-3	-2	1	2.8	8	3	0
O=C(Cc1cccs1)N(Cc1ccco1)C1(C(=O)NC2CCCC2)CCCCC1	-1	8	-2	-2	1	1	0.3	-4	0	-8
COc1ccc(CCN=C(N)NS(=O)(=O)c2ccc(F)cc2)cc1OC	4	-4	2	21	0	0	1.1	-1	-7	-2
O=C1OC(/C(=C\Nc2ccc(F)cc2F)[N+](=O)[O-])c2ccccc21 (stereo not given)	4	1	-1	2	2	12	-0.4	1	3	1
Clc1ccccc1OCCCCN1CCCCC1	16	10	-9	4	0	1	0.7	1	-12	-3
O=C(CSc1nnc(COc2ccc(Cl)cc2)o1)N1CCCCC1	5	-4	0	-1	1	2	-0.1	-4	-6	-6
COc1cc(C2C(C#N)=C(N)N(c3ccc(F)cc3)C3=C2S(=O)(=O)CC3)ccc1O (stereo not given)	0	8	-3	27	4	25*	-6.4	7	-17	38*
N#CC1=C(N)SC(N)=C(C#N)C1c1ccnc2ccccc12	-5	4	0	-4	-3	43*	-2.2	0	-3	13
CC1CCc2nn(CC(=O)NCCCN3CCOCC3)cc2C1 (stereo not given)	7	2	4	-1	4	2	0.6	2	-6	2
O=c1[nH]c2ccc(NS(=O)(=O)c3ccc([N+](=O)[O-])cc3)cc2[nH]1	4	3	-1	1	11	0	-1.6	1	6	0
COC(=O)C1CCN(c2cc(=O)n(Cc3ccc(F)cc3)c(=O)[nH]2)CC1	11	1	7	-4	3	-2	0.2	-2	2	-2
Cc1cccc(Nc2nc(-c3c(C)nc4ccccn34)cs2)c1	6	28	-6	6	8	1	0.7	-4	9	4
CCN(CCCNC(=O)C1CCN(S(=O)(=O)c2cccc3nonc23)CC1)Cc1ccccc1	-4	9	-1	2	-2	-1	-2.3	-1	-3	-8
Cc1cccc(NC(=S)N(C)C2CCCCC2)c1	-6	8	-1	-1	2	1	-0.9	-5	3	-1
O=C(Nc1ccc2c(c1)CCC2)c1c(F)cccc1Cl	6	-3	0	-3	-3	-2	-1.4	-1	10	0
CC(=O)Oc1cccc(N2C(=O)c3ccc(C(=O)O)cc3C2=O)c1	-4	14	2	1	0	-1	-1.0	3	0	-1
COc1ccc(NC(=O)CN(C)C(=O)c2n[nH]c3ccccc23)cc1	2	1	-3	-6	-4	1	0.1	0	0	-1
CCOc1ccccc1-c1nc(CN2CCCN(C(=O)c3ccco3)CC2)c(C)o1	-11	-11	1	0	6	8	4.2	-3	8	-2
CCCCCCCCCCCCCC(=O)O	-3	2	-1	6	11	0	-0.6	-5	-1	33
O=C(Nc1ccccc1)c1sc(N2CCOCC2)nc1-c1ccccc1	-2	8	-3	-15	3	3	-2.7	3	-4	-1
O=C(Cn1cc(C(F)(F)F)ccc1=O)N/N=C/c1ccc(O)cc1	-18	7	-2	2	-25	0	-3.0	-1	2	6
CN(NC(=S)Nc1ccc(OC(F)F)cc1)C(=S)Nc1ccc(OC(F)F)cc1	-4	-20	4	5	2	44*	-1.5	-4	-1	4
COCCNC(=S)N/N=C(\C)c1ccc(Cl)s1	-2	5	4	-3	7	-3	-1.5	3	4	-3
CCCCN(C(=O)C1CC(=O)N(c2ccc3c(c2)OCCO3)C1)c1c(N)n(CCCC)c(=O)[nH]c1=O (stereo not given)	-4	-4	3	-4	-5	3	0.4	-1	-8	-1

# Part of the list above in order of molar mass, falling.
Molecule	TDP2 inh	ABHD4 inh	Rev-erbA mod	HTRA1 inh	SIAE primary	PRMT1 FP inh	PG9 binder	LEDGF integ inh	TCR CD3 inh	rCAG RNA binder
CCN(CCCNC(=O)C1CCN(S(=O)(=O)c2cccc3nonc23)CC1)Cc1ccccc1	-4	9	-1	2	-2	-1	-2.3	-1	-3	-8
CC(=O)Oc1cccc(N2C(=O)c3ccc(C(=O)O)cc3C2=O)c1	-4	14	2	1	0	-1	-1.0	3	0	-1
Clc1ccccc1OCCCCN1CCCCC1	16	10	-9	4	0	1	0.7	1	-12	-3

# Next part:
Molecule	TDP2 inh	ABHD4 inh	Rev-erbA mod	HTRA1 inh	SIAE primary	PRMT1 FP inh	PG9 binder	LEDGF integ inh	TCR CD3 inh	rCAG RNA binder
Cc1ccc(-c2csnn2)cc1	12	-8	1	9	-4	0	0.5	2	6	0
CCN(CC)C(=O)C1=C(C)N(Cc2ccc(OC)cc2)C(=O)C(CC(=O)NC2CCCCC2)C1 (stereo not given)	4	0	-1	5	4	-2	1.8	6	-2	-1
O=[N+]([O-])c1cc(-c2nnc(C34CC5CC(CC(C5)C3)C4)o2)cc([N+](=O)[O-])c1	-6	1	4	13	2	-2	-3.8	-5	4	1
Cc1ccc(Cl)c(OCC(=O)Nc2ccccc2N2CCCCC2)c1	-3	-2	9	-5	-6	1	-1.1	2	4	-9
Cc1ccc(Cl)c(Nc2ccccc2C(=O)O)c1Cl	-2&8	-4&-1	0&-5&3	-12&-5	-2&7	-3&-6	0.2&-1.2	-1&4	4&1	17&14
CCCN(CCC)Cc1c(C(=O)N/N=C/c2ccc(C)o2)nnn1-c1nonc1N	0	-1	31*	-11	2	7	2.1	1	0	1
CN1CCN(C(=O)CNC(=O)C23CC4CC(CC(C4)C2)C3)CC1	-18	-1	-9	-1	0	-2	-2.1	2	-8	0
O=C(O)c1cc(=O)c2c(Cl)cc(Cl)cc2[nH]1	-1	-1	-1	-3	-2	-2	0.4	5	6	2

# From PubChem BioAssay
